High-throughput results deposited in PubChem by National Center for Advancing Translational Sciences (NCATS).
S3 lipid droplet – qHTS Assay for Lipid Storage Modulators in Drosophila S3 Cells; Drosophila S3 cells, BODIPY lipid droplet fluorescence, 18-24 h; cells fed with added oleic acid; Potency in µM for hits, for the others lipid storage change, negative = inhibition, % at the top dose, mostly 46.1 µM; 320,000 compounds, 0.64% hits; AID 2685; active = well fitted inhibition curve with a large enough effect in the signal ratio, with a control signal flat, not every such curve was filed as active; inconclusive = small, poorly fitted or top-dose-only effect, or effect the other way, or a change in a side signal; the % refers to the signal ratio
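Drosophila S3 cells got compounds at several concentrations plus oleic acid (400 uM solution). Laser-scanning cytometry with 488 nm excitation read lipid droplets at 500-530 nm and cells at 575-640 nm. Percent activity was relative to 20 uM Triacsin C.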
S3 lipid droplet cell count max – recorded beside S3 lipid droplet, whose call it bears; cell number change, %; measured here: cell count max response;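 cells counted by Cell Tracker Red CMTPX staining in the red channel; peak over a dose series mostly up to 46.1 µM; percent activity relative to internal control wells on each plate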
Starred values were filed as active, the others as inactive; i = inactive; ? = inconclusive; . = not tested or not shown. % is scaled to controls: 0 for no effect and ±100 for the full control effect; potency is read from the fitted curve at half-maximal effect.

SMILES	S3 lipid droplet	S3 lipid droplet cell count max
O=C(c1cc(-c2ccccc2)nc2ccccc12)N1CCN(c2ccccc2O)CC1	?	.
Cc1cccc(N2CCN(C(=O)c3cn(C)c(=O)c4c3c3ccccc3n4C)CC2)c1C	?	.
CC1CCCN(C(=O)c2cccc(S(=O)(=O)Nc3cc(C(F)(F)F)ccc3Cl)c2)C1 (centres undefined)	-4.2%	3.6
CCOc1ccccc1NC(=S)N(Cc1cc2ccc(C)cc2[nH]c1=O)CC1CCCN1CC (centres undefined)	-19.7%	-10.5
CCS(=O)(=O)N1CCN(C(=O)c2cccs2)CC1	-5.4%	-10.5
CN(CC(=O)Nc1cccc(S(=O)(=O)N2CCCCC2)c1)Cc1ccc(F)cc1	?	.
COc1ccccc1/C=C/CN1CCC(Oc2ccc(C(=O)N3CCCC3)cc2)CC1	i	.
COc1ccc2nc(NC(=O)C(NS(=O)(=O)c3cccs3)C(C)C)sc2c1 (centres undefined)	i	.
Cc1cccc(OCC(=O)N/N=C/c2ccccc2C(=O)O)c1	?	.
CC(=O)Nc1ccc(C2=NN(c3ccccc3)C(c3ccccc3)C2)cc1 (centres undefined)	?	.
Cc1cc2cc(CNS(=O)(=O)c3ccc4ccccc4c3)ccc2n1C	?	.
CSc1nnc(-c2cc3ccccc3cc2O)n1C	-1.4%	5.8
O=C(CCS(=O)(=O)c1ccccc1)NCc1ccccc1	0.1%	-9.8
COc1cccc(NC(=O)c2ccc3c(SCC(=O)O)c4c(nc3c2)CCCC4)c1	-15.3%	-17.2
CCN(CC)CCNC(=O)c1c(O)c2c([nH]c1=O)CCCC2	?	.
C=CCN(C(=O)Nc1ccc(OC)cc1)c1nnc(-c2ccncc2)s1	?	.
CCO[C@@H]1OC(C(=O)N2CCN(C)CC2)=C[C@H](C2CCCCC2)[C@H]1CCCO	0.0%	-5.2
Cc1csc(C(=O)O)c1NC(=O)c1cccc([N+](=O)[O-])c1	i	-7.1
O=C(c1cccc(Cl)c1)N1CCCC(C(=O)N2CCN(c3ccccc3)CC2)C1 (centres undefined)	?	.
CCC1(C(=O)OC)NC(c2ccco2)C2C(=O)N(c3ccc(C)cc3)C(=O)C21 (centres undefined)	29.1µM*	0.0*

An excerpt of these results, with values ahead of the structure.
S3 lipid droplet | S3 lipid droplet cell count max | structure
0.1% | -9.8 | O=C(CCS(=O)(=O)c1ccccc1)NCc1ccccc1
-15.3% | -17.2 | COc1cccc(NC(=O)c2ccc3c(SCC(=O)O)c4c(nc3c2)CCCC4)c1

One compound at a time, from the list above. Screens in order: S3 lipid droplet, S3 lipid droplet cell count max
`O=C(c1cccc(Cl)c1)N1CCCC(C(=O)N2CCN(c3ccccc3)CC2)C1` (centres undefined) is listed with ?, .
`C=CCN(C(=O)Nc1ccc(OC)cc1)c1nnc(-c2ccncc2)s1` is listed with ?, .
`CCO[C@@H]1OC(C(=O)N2CCN(C)CC2)=C[C@H](C2CCCCC2)[C@H]1CCCO` is listed with 0.0%, -5.2
`Cc1cc2cc(CNS(=O)(=O)c3ccc4ccccc4c3)ccc2n1C` is listed with ?, .
`CSc1nnc(-c2cc3ccccc3cc2O)n1C` is listed with -1.4%, 5.8

The list continues.
SMILES	S3 lipid droplet	S3 lipid droplet cell count max
CCc1ccc(N(C(=O)c2csnn2)C(C(=O)NC(C)(C)C)c2cccnc2)cc1 (centres undefined)	6.6%	.
CCOc1ccc(C(=O)C(C)OC(=O)CN2C(=O)NC(C)(C)C2=O)cc1 (centres undefined)	?	.
CN(C)S(=O)(=O)N1CCC(C(=O)O)(c2ccccc2)CC1	?	.
CC1(C)CC(=O)CC2(C1)NCC(c1ccccc1Cl)c1c2[nH]c2ccccc12 (centres undefined)	?	.
O=C(NCCCN1CCN(C2CCCCC2)CC1)Nc1ccccc1C(F)(F)F	-1.2%	.
COc1ccccc1CNC(=O)c1cc(-c2ccccc2)nn1Cc1cc(C)no1	?	.
COc1cccc(C2C3=C(N=c4s/c(=C\c5ccc(O)cc5)c(=O)n42)c2ccccc2CC3)c1OC (centres undefined)	8.8%	1.5
O=C(CN1CCN(C(=O)C2CCCO2)CC1)Nc1ccc(Cl)cc1 (centres undefined)	-13.8%	-17.3
COc1ccccc1NC(=O)c1oc2ccccc2c1NC(=O)c1ccco1	?	.
NC1=NC2(CCCCC2)n2c(nc3ccccc32)N1	i	-18.6
O=C(CSc1nc2ccc([N+](=O)[O-])cc2[nH]1)NC1CCCCC1	-12.4%	2.6
CN1CCN(C(c2ccc(C(F)(F)F)cc2)c2cc(Cl)c3cccnc3c2O)CC1 (centres undefined)	?	.
O=C(Cc1ccc(Cl)cc1)Nc1ccc(N2CCCC2)cc1	i	.
C=CCSC1=N/C(=C\c2ccsc2)C(=O)S1	?	.
O=C(CSc1nnc(COc2ccc(Cl)cc2)o1)N1c2ccccc2CCc2ccccc21	?	.
O=C(Cc1ccc(O)cc1)NCCNC(=S)NCc1ccccc1	?	.
COc1ccccc1C/C(N)=N/O	5.0%	21.9
O=C1c2cccc3cccc(c23)C(=O)N1OS(=O)(=O)c1ccc(Br)cc1	8.7%	1.3
Cc1cc(CNC(=O)COc2ccccc2F)c2ccccc2n1	2.1%	13.8
COc1ccc2c(c1)c(=O)oc1cc(O)ccc12	21.0%	7.3
CCN1CCN(c2cc3c(cc2F)c(=O)c(S(=O)(=O)c2ccccc2)cn3C)CC1	i	1.8
O=C(CN1C(=O)NC2(CCCC2)C1=O)N1CCN(S(=O)(=O)c2ccccc2[N+](=O)[O-])CC1	?	.
O=C(/C=C/c1ccc(Cl)c([N+](=O)[O-])c1)c1cccnc1	-6.7%	-5.1
COCCn1c(=O)[nH]c2cc(C(=O)NC3CCCCCC3)ccc2c1=O	?	.
Cc1cc(C(=O)N/N=C2\CCCC(=O)C2)c(C)o1	?	.
CC(=O)N1c2ccccc2C(=O)C1N(C)c1ccc(C)cc1 (centres undefined)	?	.
Cc1cc(C)n(C(=O)Cc2cn3ccsc3n2)n1	-0.1%	-4.6
CCOC(=O)CSC1=C(C#N)C(c2ccc(F)cc2)C(C(C)=O)=C(C)N1 (centres undefined)	-21.3%	.
Brc1ccc2c(c1)C(c1cccs1)=NNC(c1cccnc1)=N2	4.8%	-20.0
COc1ccc(S(=O)(=O)N2CCN(C(=O)c3cccs3)CC2)cc1	?	.
Cc1ccc(CCC(=O)Nc2ccc(Cl)cc2)o1	?	.
O=C(COc1ccccc1Cc1ccccc1)NCCCN1CCOCC1	0.0%	4.7
COc1ccccc1OCCCCOc1ccccc1C(C)=O	?	.
COc1cc(C(=O)NCCC(=O)NCCN2CCCCCC2)cc(OC)c1OC	?	.
COc1ccc(C(C(O)C(=O)c2c[nH]c3ccccc23)N2CCN(c3ccc(OC)cc3)CC2)cc1 (centres undefined)	?	.
O=[N+]([O-])c1ccccc1/C=N/n1c(-c2ccccc2)n[nH]c1=S	-21.2%	-20.7
COc1cccc(NC(=O)CN(C)C(=O)c2cccc(S(=O)(=O)Nc3ccccc3OC)c2)c1	?	.
Cc1c(C=O)c2ccccn2c1C(=O)c1cccs1	?	.
CCC(c1ccc(O)cc1)C(CC)c1ccc(O)cc1 (centres undefined)	-22.1%	.
Cc1nc(-c2ccc(Cl)cc2)sc1C1(C)CC(c2ccc(F)cc2)=NO1 (centres undefined)	?	.

Ordered by the number under S3 lipid droplet (smallest number first): 3 of the compounds above
SMILES	S3 lipid droplet	S3 lipid droplet cell count max
CCC(c1ccc(O)cc1)C(CC)c1ccc(O)cc1 (centres undefined)	-22.1%	.
O=[N+]([O-])c1ccccc1/C=N/n1c(-c2ccccc2)n[nH]c1=S	-21.2%	-20.7
O=C(COc1ccccc1Cc1ccccc1)NCCCN1CCOCC1	0.0%	4.7

(next part)
SMILES	S3 lipid droplet	S3 lipid droplet cell count max
COc1ccc2cc(C(=O)C3CCCN(C(=O)c4cccnc4)C3)ccc2c1 (centres undefined)	i	-29.0
Cc1cccc(C(=O)N2CCN(c3ccc([N+](=O)[O-])c(NCc4ccco4)c3)CC2)c1	?	.
COc1ccc(C(=O)NC2CCCCC2)cc1OC1CCN(C(C)C)CC1	-27.8%	13.3
O=C(O)CN1C(=O)CC(Cc2ccccc2)C1=O (centres undefined)	?	.
COc1ccc(C2=Nn3c(nnc3-c3ccccc3)SC2)cc1OC	?	.
CCNc1nc2c(c(=O)n(C)c(=O)n2C)n1CCCc1ccccc1	i	-27.0
Cc1cc(Cl)ccc1NC(=S)Nc1cccnc1	?	.
COC(=O)c1ccccc1NC(=O)c1ccc(NS(C)(=O)=O)cc1	?	.
CC(C)CC[n+]1ccn(-c2nc3ccccc3nc2[N-]S(=O)(=O)c2ccccc2)c1	?	.
O=C(N=C1SC2CS(=O)(=O)CC2N1c1ccccc1)C1CC1 (centres undefined)	?	.
Cc1ccc(C(=O)N2CCN(S(=O)(=O)c3ccc(Br)cc3)CC2)o1	i	18.1
Cc1ccc(-n2c(Cn3nc(C(F)F)cc3C(F)F)n[nH]c2=S)cc1	?	.
CCN1CCN(CC(=O)N/N=C/c2ccc(F)cc2F)CC1	i	.
COc1ccc(-n2c(C)cc(=O)[nH]c2=O)cc1	i	.
COC(=O)CNC(=O)C1Cc2ccccc2CN1S(=O)(=O)c1ccc(F)cc1 (centres undefined)	10.3%	13.5
CCC(CO)Nc1ncnc2c1cnn2-c1ccc(OC)cc1 (centres undefined)	?	.
COc1ccccc1Nc1nn2c(=O)c3ccc(C(=O)N4CCCC(C)C4)cc3nc2s1 (centres undefined)	i	-7.7
O=C1CC(C(=O)NCCc2ccccc2)SC(=Nc2ccccc2)N1 (centres undefined)	?	.
Cc1ccc(C(C(=O)NC2CCCCC2)N2CCOCC2)cc1 (centres undefined)	i	.
Cc1ccccc1C(=O)NCC(c1ccco1)N1CCc2ccccc21 (centres undefined)	?	.
Cn1c(CNc2cccc(Cl)c2)nnc1SCC#N	1.7%	16.5
COc1ccc(NC(=O)/C(C#N)=C/c2ccc3c(c2)n(C)c(=O)n3C)cc1	?	.
CN1CCc2c(sc(NC(=O)c3ccco3)c2C(N)=O)C1	6.7%	9.9
CC[n+]1c(/C=C(\C)SC)sc2ccccc21	7.7%	.
Cn1nnc2cc(C(=O)NCc3ccco3)ccc21	?	.
COc1cc([N+](=O)[O-])ccc1NC(=O)Nc1cnccn1	?	.
COc1ccc(NC(=O)CSc2c3c(nc4ccccc24)CCCC3)c(OC)c1	?	.
CCN(CC(=O)NCc1ccc(Cl)cc1)C(=O)CCOc1ccccc1C	?	.
CC(OC(=O)/C=C/c1ccccc1)C(=O)Nc1cccc(C#N)c1 (centres undefined)	?	.
Cc1ccc(S(=O)(=O)N2CCN(S(C)(=O)=O)C2c2ccccc2)cc1 (centres undefined)	?	.
NC(=O)N/N=C/c1ccc(-n2nncc2-c2ccc(Cl)cc2)cc1	?	.
COc1cc(OC)nc(Oc2ccccc2C(=O)Oc2ccccc2Cl)n1	8.1%	-10.2
Cc1cc(C)c(S(=O)(=O)C(C)C)c(=O)[nH]1	?	.
CCC1Oc2ccc(Cl)cc2N(CC(=O)O)C1=O (centres undefined)	?	.
CCCCNCC(=O)Nc1sc(C)c(C)c1C(=O)OCC	-5.6%	-19.8
COc1ccc(C2CC(c3ccccc3OC(C)=O)=NN2C(=O)/C=C/c2ccccc2)cc1 (centres undefined)	?	.
Cc1cccc(-n2nc3c(c2NC(=O)c2ccc(Br)o2)CSC3)c1C	i	.
Cc1nn(Cc2c(F)c(F)c(F)c(F)c2F)c(C)c1NC(=O)c1ccnn1C	?	.
Cc1ccc(C(=O)NNC2=NCCC2)cc1	?	.
O=C(O)c1ccc(CSc2nnc(-c3ccccc3Cl)n2-c2ccccc2)cc1	6.2%	8.7
Cc1n[nH]c(=O)n1-c1ccc(C(C)(C)C)cc1	?	.
Cc1ccc(S(=O)(=O)N2CCC(C(=O)N3CC(C)OC(C)C3)CC2)cc1 (centres undefined)	-0.7%	4.3
COc1ccc(-c2ncc3ccccn23)cc1	?	.
Cc1ccc(N2C(=O)NC(NS(=O)(=O)c3ccccc3)(C(F)(F)F)C2=O)cc1C (centres undefined)	i	.
Cc1cc(C)cc(OCc2nnc(SCC(=O)NC3CC3)n2C)c1	?	.
Cc1cccc(NC(=S)Nc2ccc(Oc3ccccc3)cc2)n1	-32.6%	-22.0
O=C(c1ccc(Br)cc1)N1CCC(C(=O)N2CCN(c3ccccc3)CC2)CC1	?	.
O=C(NCc1ccccc1Cl)C1CCCN1C(=O)Nc1ccccc1 (centres undefined)	4.2%	14.3
OCCN(Cc1ccccc1)C(=S)Nc1ccc(F)cc1	-8.7%	-1.7
Cc1c([N+](=O)[O-])c(C(=O)NC2CCCCC2)nn1C	i	-3.1
The list continues.
SMILES	S3 lipid droplet	S3 lipid droplet cell count max
CCN(CC)C(=O)c1c(Cl)nc(C)c([N+](=O)[O-])c1C	6.6%	-5.5
CCc1cc2c(=O)c(-c3cnn(-c4ccccc4)c3)c(C)oc2c(CN2CCCCC2)c1O	-0.4%	-1.9
CCOC(=O)N1CCN(C(=O)CSc2nnc(Cn3c(=O)sc4ccccc43)n2C)CC1	3.8%	3.6
O=S(=O)(Cc1nnnn1-c1ccccc1)c1ccc(F)cc1	-8.6%	-1.6
Cc1ccc(/C=N/NC(=O)c2csc(C)c2)o1	?	.
CCN(CC)c1ccc(S(=O)(=O)N2CCOCC2)cc1NC(=O)CSC(=S)N1CCCC1	?	.
Cc1cc(C)n(-c2nc3ccccc3n3nnnc23)n1	?	.
COc1cc(/C=C/C(=O)O)cc2c1OCCO2	?	.
O=C(NCc1cccc(C(F)(F)F)c1)C1CC(c2ccc(C(F)(F)F)cc2)=NO1 (centres undefined)	17.5%	5.5
O=C(CSc1nc2ccccc2n1CCc1ccccc1)NC1CC1	8.9%	5.8

An excerpt. The share of hits here may be higher or lower than overall.
